XiGFP reactiv – activators of X-chromosome reactivation in mouse fibroblasts; XiGFP mouse fibroblasts, % GFP-positive cells imaging, 3 d; cells co-treated with 5-aza-dC sensitizer; scaled so ellipticine positive control = 100%; activation, % at 7.58 µM; 360,000 tested, 0.055% active; AID 743238;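 active means mean normalized replicate activation at least 10% and every replicate at or above 10%; inconclusive means only one of the two criteria met; inactive means mean below 10% and not all replicates reach 10%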;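 further: 0% = median of on-plate neutral control wells and 100% = ellipticine 6 µM median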
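Assay system – SV40-immortalized XiGFP fibroblast cells, line 68-5-11 · Buffer or medium – DMEM supplemented with 5-aza-dC as sensitizing agent · Dosing – one concentration, pinned · Benchmarks – positive control ellipticine, 6 µM final · Times – 3 days compound exposure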
INS-1E GSIS act – primary screen for activators of insulin secretion dependent on glucose, INS-1E cells, GLuc reporter luminescence. INS-1E GLuc reporter insulin secretion, 2-3 h. activation, % at 16.6 µM. 370,000 tested, 0.61% active. AID 743287;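 active means lowest replicate activation of at least 40%, so every replicate reaches that level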;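 further: 0% = median of neutral control wells and 100% = median of IBMX positive control wells; some compounds called inactive have numbers as strong as hits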
CFTR F508del cor – CFTR F508del correction in bronchial cells; CFBE cells, YFP halide quenching; stimulated with forskolin plus potentiator P3; % fluorescence drop versus neutral controls; 350,000 tested, 0.36% active; activity (quench increase), % at 7.58 µM; AID 720511;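 active means mean added fluorescence quench of at least 8% versus neutral control, with both replicates also reaching 8%; inconclusive means only one of the mean or replicate conditions met; inactive means mean below 8% and not both replicates reaching 8%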;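 further: cells transiently co-express mutant CFTR-F508del with the halide-sensitive YFP; corrector assay measuring rescue of mutant channel to the surface after 24 h compound exposure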
RAD54 inh – inhibitors of human RAD54 branch migration. AID 602329. 360,000 tested, 0.14% active. RAD54 Holliday junction branch migration, FAM/BHQ fluorescence. Q92698. inhibition, % at 10.4 µM;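 active means mean normalized replicate activity at least 40 and at least half of replicates scoring 40 or more; inconclusive means only one of the two criteria met; inactive means mean below 40 and under half of replicates reaching 40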;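 further: 0% = median of neutral control wells and 100% = median of positive control wells; inhibitors cause a drop in the FAM fluorescence signal; in these data hits start at about 50%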
Target sequence (Q92698 whole entry, looked up): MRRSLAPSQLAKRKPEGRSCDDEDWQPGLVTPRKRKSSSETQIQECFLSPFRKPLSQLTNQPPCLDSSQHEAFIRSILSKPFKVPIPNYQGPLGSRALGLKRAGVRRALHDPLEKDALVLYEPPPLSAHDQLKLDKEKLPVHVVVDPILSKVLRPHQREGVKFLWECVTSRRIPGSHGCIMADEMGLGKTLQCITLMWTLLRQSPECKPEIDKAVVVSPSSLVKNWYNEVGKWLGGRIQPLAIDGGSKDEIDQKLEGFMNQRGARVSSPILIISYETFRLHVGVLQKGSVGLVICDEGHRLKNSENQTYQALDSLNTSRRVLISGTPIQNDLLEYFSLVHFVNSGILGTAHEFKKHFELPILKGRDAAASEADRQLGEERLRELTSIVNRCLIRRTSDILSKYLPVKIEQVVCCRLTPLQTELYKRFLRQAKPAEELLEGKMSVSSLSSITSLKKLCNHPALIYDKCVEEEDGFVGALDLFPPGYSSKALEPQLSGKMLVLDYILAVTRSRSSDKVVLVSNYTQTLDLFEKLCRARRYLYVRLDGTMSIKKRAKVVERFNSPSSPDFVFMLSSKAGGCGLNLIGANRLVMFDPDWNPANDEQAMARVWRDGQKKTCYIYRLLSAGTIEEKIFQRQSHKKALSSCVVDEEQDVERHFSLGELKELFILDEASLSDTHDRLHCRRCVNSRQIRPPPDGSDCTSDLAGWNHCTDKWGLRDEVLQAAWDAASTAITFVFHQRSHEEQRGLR
E-sel inducer – E-selectin induction on HUVECs | HUVEC E-selectin immunofluorescence imaging; normalized: neutral wells 0, TNF-alpha wells 100 | activation, % at 7.58 µM | AID 686992 | 260,000 tested, 0.37% active | P16581;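 active means mean E-selectin-positive cell signal at least 10% of the positive control, reached in at least 60% of replicates, without over 20% cell loss; inconclusive means no rule given, readout overlaps actives, possibly toxicity-flagged; inactive means the rest, including those meeting only one limit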;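 further: in these data hits start at about 27%; measured in HUVEC primary endothelial cells; signal is the percent of cells scored E-selectin positive by PE staining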
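System: HUVEC, human umbilical vein endothelial cells; quantity: 3,000 cells/well; buffer or medium: EGM-2 medium, gelatin-coated wells; dosing: single-point compound dose; detection: immunofluorescence imaging; evaluation: % PE-positive cells; benchmarks: TNF-alpha, DMSO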
CASP6 VEID inh – blocks human caspase-6 cleavage activity. P55212. purified caspase-6, Z-VEID-R110 cleavage fluorescence. inhibition, % at 12.5 µM. 350,000 tested, 0.53% active;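 active means mean inhibition across replicates at least about 35%, with every replicate also reaching that limit, limit read from the data; inconclusive means only one of the two criteria met; inactive means neither criterion met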;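 further: 0% = median of neutral control wells and 100% = no fluorescence left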
Target sequence (P55212 24-179 limits assumed): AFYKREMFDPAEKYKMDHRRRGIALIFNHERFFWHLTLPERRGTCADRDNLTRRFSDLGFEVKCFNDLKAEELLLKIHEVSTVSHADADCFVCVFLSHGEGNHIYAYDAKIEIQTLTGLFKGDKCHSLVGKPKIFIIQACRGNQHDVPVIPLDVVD
Target sequence (P55212 194-293 limits assumed): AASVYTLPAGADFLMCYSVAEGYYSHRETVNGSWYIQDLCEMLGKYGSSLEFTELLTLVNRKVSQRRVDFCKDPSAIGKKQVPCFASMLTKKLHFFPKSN
DENV2 CPE rescue – inhibitors of DENV2 cytopathic effect | DENV2-infected cells, cytopathic effect rescue, plate reader | CPE inhibition, % at 9.99 µM | 350,000 tested, 1.7% active | AID 651640; in the data active means CPE inhibition above about 20%, passing the limit was not always enough; inconclusive means no clear call, values can overlap the other calls; tested in BHK-21 cells;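 further: 0% = median of neutral control wells and 100% = median of positive control wells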
RAD52 anneal inh – RAD52 (human) annealing inhibition | 360,000 tested, 0.46% active | AID 651710 | P43351 | recombinant RAD52 DNA annealing, FRET fluorescence | inhibition, % at 18.7 µM;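 active means every replicate showing at least 50% inhibition; inconclusive means mean inhibition at least 50% but not in every replicate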
Starred values were filed as active, the others as inactive; ? = inconclusive; · = not tested or not shown; & = joins results of further samples.

Fields: INS-1E GSIS act | RAD52 anneal inh | E-sel inducer | CASP6 VEID inh | XiGFP reactiv | RAD54 inh | DENV2 CPE rescue | CFTR F508del cor
CC1(C(=O)Nc2cccc(NS(C)(=O)=O)c2)CCN1CCc1ccccc1 (stereo not given)
 : -8 | -13 | 0.6 | -3 | 0.0 | -17 | 0 | -0.1
CCc1ccccc1NC(=O)c1ccc(S(=O)(=O)NCC2CCCO2)cc1 (stereo not given)
 : -5 | 10 | · | 3 | 0.9 | -2 | 5 | -5.8
COc1ccccc1-c1cnc2c(c1)C(=O)N([C@H](C)CO)C[C@H](C)[C@H](CN(C)C(=O)c1ccncc1)O2
 : -1 | -5 | 0.2 | · | -1.4 | · | · | -1.2
COc1ccc2ccccc2c1CN(C)Cc1ccccc1
 : -4 | -1 | 0.3 | -3 | 0.1 | 6 | 0 | 1.2
COc1ccc(-c2ccc3c(c2)[C@@H]2[C@@H](CCN2C(=O)NC2CCCCC2)[C@@H](CO)N3C)cc1
 : -45 | 11 | 0.3 | -1 | 0.2 | 13 | -32 | 1.6
COCC#Cc1ccc2c(c1)O[C@@H](CN(C)C(=O)C1CCOCC1)[C@@H](C)CN([C@H](C)CO)S2(=O)=O
 : 7 | 5 | 2.3 | -1 | 0.1 | 6 | -6 | -1.3
O=C(COc1ccc(Cl)cc1Cl)NN=C1CCCCC1
 : 2 | -3 | · | 1 | 0.1 | 1 | -6 | ·
COc1ccc(NC(=O)COC(=O)CCc2nc3ccccc3c(=O)[nH]2)cc1Cl
 : 17 | -36 | -0.1 | -1 | 0.0 | 9 | 2 | 4.7
C[C@H]1CN([C@@H](C)CO)C(=O)c2cc(C#CC(C)(C)O)cnc2O[C@H]1CN(C)C(=O)C1CCCCC1
 : -3 | · | 0.0 | · | 0.0 | · | · | -0.5
O=C(NNc1nc2cc3c(cc2s1)OCCO3)c1ccccc1
 : 8 | -10 | -0.1 | -1 | 0.1 | · | ? | -2.0
C[C@H]1CCCCO[C@H](CN(C)C(=O)Nc2ccccc2)[C@@H](C)CN([C@@H](C)CO)C(=O)c2cc(NS(=O)(=O)c3cccs3)ccc2O1
 : -37 | 14 | · | 0 | 0.0 | 2 | -2 | -1.0
Cc1ccc(S(=O)(=O)N2CCN(C(C)C(=O)NCC(C)c3ccccc3)CC2)cc1 (stereo not given)
 : -22 | -19 | -0.6 | -2 | 0.4 | 4 | 0 | 0.7
COC(=O)C[C@H]1C[C@H]2c3cc(NS(=O)(=O)c4ccc(F)cc4)ccc3O[C@H]2[C@@H](CO)O1
 : -3 | 5 | -0.2 | 1 | 0.5 | -15 | -7 | -6.6
CS(=O)(=O)Nc1ccc(F)cc1
 : 14 | -16 | 0.0 | -3 | 0.0 | · | -2 | -1.6
Cc1ccc2c(c1)N(Cc1ccc([N+](=O)[O-])cc1)C=NS2(=O)=O
 : 6 | -23 | -0.2 | 1 | 0.1 | -20 | 1 | 1.8
O=C(NCc1ccccn1)C(=O)NN=C1CCCCCCC1
 : 0 | 1 | -0.5 | 1 | 0.2 | · | 4 | -0.1
CCC(C(=O)NC(C)(C)C)N(Cc1ccc(F)cc1)C(=O)c1snc(C(N)=O)c1N (stereo not given)
 : -7 | -9 | · | 3 | 0.0 | -8 | 2 | 1.0
Cc1ccc(C(=O)N/N=C/c2ccc(-c3ccccc3[N+](=O)[O-])o2)cn1
 : 3 | 1 | 0.4 | 4 | 0.0 | · | 0 | ·
COc1cc2[nH]c(=O)n(CCC(=O)NCCCN3CCN(c4ccccc4F)CC3)c(=O)c2cc1OC
 : 9 | -1 | 0.3 | -3 | -0.1 | 4 | · | 1.9
C[C@@H]1CN([C@@H](C)CO)C(=O)c2cc(NC(=O)Nc3ccccc3)ccc2O[C@@H]1CN(C)CC1CC1
 : 0 | 36 | -0.3 | 1 | 0.7 | -4 | -6 | -2.1
COc1cccc(CNC(=O)C2CSC3(C)CCC(=O)N23)c1 (stereo not given)
 : -3 | -20 | -0.4 | -1 | 0.5 | -50 | -2 | 2.1
COC(=O)c1ccc(Oc2ccc(S(=O)(=O)N3CCCCC3)cc2N)cc1
 : -24 | -26 | 0.4 | 4 | 0.0 | 3 | 6 | -3.9
CC1CCCCN1CCNC(=O)C1CCN(S(=O)(=O)c2cccc3cccnc23)CC1 (stereo not given)
 : 9 | -65 | · | -11 | 0.2 | -3 | -6 | -3.0
COc1ccc(Cc2nnc(NCCO)[nH]c2=O)cc1
 : -3 | -7 | · | -1 | 0.2 | 17 | 6 | -2.7
COC(=O)Nc1ccc2c(c1)N(C(=O)CCN1CCN3CCCC3C1)c1ccccc1CC2 (stereo not given)
 : -1 | 2 | -3.8 | -33 | 0.0 | 12 | -1 | 1.3
CCOc1ccc(C(=O)Nc2nncs2)cc1OCC
 : -14 | 0 | · | 0 | · | -1 | -1 | -0.7
CC(C(=O)NC1CCCCCC1)c1ccc([N+](=O)[O-])cc1 (stereo not given)
 : 7 | -7 | · | 0 | 0.0 | 1 | -2 | -0.4
Cn1c(CNc2ccc(F)cc2)nnc1SCC(=O)NNC(=O)Cc1ccccc1
 : 1 | -10 | · | -3 | 0.3 | · | 1 | 6.7
CC(=O)c1cccc(S(=O)(=O)N2CCCC(c3nc4c(nnn4Cc4cccc(Cl)c4)c(=O)[nH]3)C2)c1 (stereo not given)
 : 2 | -16 | · | 1 | · | -2 | 3 | 0.2
Cc1nn(-c2ccccc2)c2c1C(O)CC(C)(C)C2 (stereo not given)
 : 67* | -3 | · | -5 | 0.3 | 11 | 16 | -3.3
CCC(=O)Nc1ccc2c(c1)C(=O)N(C)[C@H]1CC[C@H](CC(=O)Nc3c(F)cccc3F)O[C@@H]1CO2
 : -4 | · | 0.1 | · | 0.2 | -5 | · | ·
COc1ccccc1OCC(=O)N1CCN(S(=O)(=O)c2ccc(Cl)cc2)CC1
 : -3 | -10 | 0.9 | 3 | 0.1 | 10 | -4 | -4.0
O=C(C1CC1)N1C[C@H]2[C@@H](c3ccccc31)[C@H](CO)N2C(=O)c1ccccn1
 : -2 | 4 | -0.2 | -2 | 0.3 | -4 | 2 | -4.9
Nc1c(C(=O)N/N=C/c2ccc(Cl)cc2)cnn1-c1ccccc1
 : -5 | -21 | · | 0 | 0.0 | 2 | 6 | 2.2
CCc1cccc2sc(N(CCCN3CCOCC3)C(=O)CS(=O)(=O)c3ccccc3)nc12
 : -8 | 20 | -0.3 | -6 | 0.3 | -9 | 0 | -0.5
COc1ccccc1CNC(=O)C[C@H]1C[C@@H]2c3cc(NC(=O)CC4CC4)ccc3O[C@@H]2[C@@H](CO)O1
 : -5 | · | -0.5 | · | -0.1 | 5 | 5 | 1.3
CNC[C@@H]1Oc2c(NS(=O)(=O)c3cccs3)cccc2C(=O)N([C@H](C)CO)C[C@H]1C
 : 13 | 12 | -0.2 | 0 | 0.0 | 1 | 6 | 1.0
CCC(NC(=O)Cc1c(C)c2ccc(OC)c(C)c2oc1=O)C(=O)NC(Cc1ccc(Cl)cc1)C(=O)O (stereo not given)
 : 12 | -12 | · | -1 | · | 0 | -14 | -0.3
COc1cc(CNCCCO)ccc1OCC(=O)NC(C)(C)C
 : 18 | 14 | -0.4 | 2 | 0.2 | · | 18 | -1.7
COc1ccc(CCNC(=O)COC(=O)COc2ccc(C#N)cc2)cc1
 : 4 | -18 | 3.9 | -1 | 0.0 | · | · | -3.7
CCc1ccc(-c2cn(C3CCCCC3)c(=S)[nH]2)cc1
 : -33 | -5 | 2.4 | -4 | 0.0 | · | -4 | 4.3
Cc1nc(C)n(CC(C)C(=O)N2CCN(S(=O)(=O)c3ccccc3)CC2)n1 (stereo not given)
 : 3 | 4 | -0.2 | -2 | 0.0 | · | 7 | -2.0
CCS(=O)(=O)NCC[C@H]1CC[C@H](NS(=O)(=O)c2cccc(Cl)c2)[C@@H](CO)O1
 : -5 | -19 | 0.0 | 4 | 0.0 | -1 | -5 | -3.9
CCC(=O)Nc1ccc2c(c1)OC[C@H](C)N(Cc1cccnc1)C[C@@H](C)[C@@H](OC)CN(C)C2=O
 : 18 | -3 | -0.1 | 1 | 0.1 | -6 | -8 | -0.4
CC(C)CC1Nc2ncnc(N3CCN(c4ccccn4)CC3)c2N(Cc2ccccc2)C1=O (stereo not given)
 : -6&-29 | -48&3 | 0.4&0.8 | -1&1 | -0.3&0.7 | -1&-4 | 2&-7 | -0.5&0.7
O=C(c1ccccc1S(=O)(=O)NCc1ccccc1)N1CCCCC1
 : 13 | -10 | · | 0 | 0.1 | 3 | ? | -4.6
O=C(NCC1CCCCC1)c1ccc(F)cc1Cl
 : 0 | -6 | · | -1 | 0.0 | 0 | 1 | 0.1
C[C@@H]1CCCCO[C@@H](CN(C)S(=O)(=O)c2ccc(F)cc2)[C@@H](C)CN([C@@H](C)CO)C(=O)c2cc(NC(=O)Nc3ccc4c(c3)OCO4)ccc2O1
 : 20 | -3 | -0.1 | 0 | 0.1 | -7 | -4 | 0.6
COc1ccc(C(=O)Nc2ccc3[nH]c(-c4cccc(OC)c4)cc(=O)c3c2)cc1
 : -1 | -14 | 0.7 | 0 | 0.8 | 3 | -18 | 4.0
CCOC(=O)c1c(C)[nH]c(C)c1C(=O)COC(=O)/C=C/c1cccc([N+](=O)[O-])c1
 : -13 | -85 | -0.2 | 3 | 0.5 | -5 | 4 | -3.2
O=C(CSc1ccc(-c2ccco2)nn1)N1CCCCCC1
 : 14 | -16 | 2.4 | 0 | 0.2 | · | 0 | 1.4
CCCCN(C)C(=O)c1ccc(CS(=O)(=O)c2ccccc2C)o1
 : 1 | -7 | · | -2 | 0.5 | -9 | 1 | 0.2
C=CCN1CC(COc2ccc(OC)cc2)OCCS1(=O)=O (stereo not given)
 : 5 | -10 | · | -7 | 0.4 | · | -3 | -1.0
CCOC(=O)c1c(-c2ccccc2)oc2ccc(O)c(CN3CCN(C)CC3)c12
 : -21 | 39 | -2.2 | -2 | 0.2 | 5 | -7 | -1.9
CC=Cc1ccc2n(c1=O)C[C@@H]1[C@@H](CO)[C@H](C(=O)NCCCN3CCOCC3)[C@H]2N1Cc1cocn1 (mixture of isomers)
 : 4 | -8 | 0.0 | -38 | 0.2 | 8 | 10 | ·
O=C(NNC(=O)c1cc(-c2ccncc2)nc2ccccc12)c1ccccc1F
 : 1 | -15 | · | 0 | 0.0 | 17 | ? | -5.0
O=C(NCCOCc1ccccc1)C(c1ccccc1)c1ccccc1
 : -18 | -3 | · | -2 | 0.0 | · | 13 | -1.3
O/N=C(\Cn1ccnc1)c1ccccc1
 : -1 | -10 | · | 0 | 0.5 | -3 | -4 | 1.5
Cc1ccc(Cl)cc1N1CCN(S(=O)(=O)c2c(C)nc3scc(C)n3c2=O)CC1
 : -1 | -5 | · | 4 | 0.1 | -1 | -3 | 0.2
